Glioma ERSR ind: ER stress response induction in glioma; U87-MG GRP78 promoter luciferase reporter, 16 h; Potency, µM, without a hit: top-dose activation, usual class: activators; 0.02% of 420,000 active; AID 602332; also: potency is read from the fitted curve at half-maximal effect; series mostly up to about 76 µM; % of control where 0% means no effect; nearly all actives have a fitted effect of over 35% in size
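Stably transfected U87-MG glioma cells carrying a GRP78-based luciferase sensor; 16 h compound incubation. Luminescence end-point read 10 min after Bright-Glo addition at room temperature.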
Vif-APOBEC3G blk: blocks the Vif interaction with human APOBEC3G | Q9HC16 | HeLa A3G-eYFP + Vif (tagged APOBEC3G with the HIV-1 protein that degrades it), YFP fluorescence, overnight | Potency, µM (series often up to 46.1 µM), for inactives: top-dose activity, negative = active, actives largely listed as inhibitors | 0.076% of 410,000 active | AID 602310;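 also: potency is read from the fitted curve at half-maximal effect; % is scaled to controls: 0 for no effect and ±100 for the full control effect; nearly all actives have a fitted effect of over 60% in size; hits raise eYFP signal because A3G escapes Vif-driven loss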
Target sequence (Q9HC16 whole entry, looked up): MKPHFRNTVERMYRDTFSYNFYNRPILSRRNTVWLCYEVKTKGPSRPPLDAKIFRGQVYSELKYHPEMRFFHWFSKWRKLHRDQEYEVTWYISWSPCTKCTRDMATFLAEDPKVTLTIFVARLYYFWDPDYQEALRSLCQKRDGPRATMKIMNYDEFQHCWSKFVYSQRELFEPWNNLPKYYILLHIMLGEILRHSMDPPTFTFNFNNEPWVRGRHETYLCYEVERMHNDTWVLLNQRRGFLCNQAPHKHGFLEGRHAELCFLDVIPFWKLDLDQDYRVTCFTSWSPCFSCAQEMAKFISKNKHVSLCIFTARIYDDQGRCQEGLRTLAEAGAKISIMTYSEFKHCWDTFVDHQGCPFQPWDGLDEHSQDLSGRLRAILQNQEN
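Read-out is eYFP fluorescence (Ex 488/Em 500-530) from Vif-expressing HeLa A3G-eYFP cells; more signal means A3G escaped Vif-mediated degradation. Cells plated overnight, compound pinned in, incubated overnight at 37 deg C.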
RXFP1 agonist: agonists of human relaxin receptor RXFP1; HEK293T-RXFP1 cAMP TR-FRET, 30 min; response scale: percent of porcine relaxin response, buffer zero; Potency, µM (titrated, usually from 57.5 µM), without a hit: at the highest dose activation, usual class: activators; 0.3% of 370,000 active; also: potency is read from the fitted curve at half-maximal effect; % is scaled to controls: 0 for no effect and ±100 for the full control effect; nearly all actives have a fitted effect of over 60% in size; many of its hits are not listed in these tables
Target sequence (Q9HBX9 whole entry, looked up): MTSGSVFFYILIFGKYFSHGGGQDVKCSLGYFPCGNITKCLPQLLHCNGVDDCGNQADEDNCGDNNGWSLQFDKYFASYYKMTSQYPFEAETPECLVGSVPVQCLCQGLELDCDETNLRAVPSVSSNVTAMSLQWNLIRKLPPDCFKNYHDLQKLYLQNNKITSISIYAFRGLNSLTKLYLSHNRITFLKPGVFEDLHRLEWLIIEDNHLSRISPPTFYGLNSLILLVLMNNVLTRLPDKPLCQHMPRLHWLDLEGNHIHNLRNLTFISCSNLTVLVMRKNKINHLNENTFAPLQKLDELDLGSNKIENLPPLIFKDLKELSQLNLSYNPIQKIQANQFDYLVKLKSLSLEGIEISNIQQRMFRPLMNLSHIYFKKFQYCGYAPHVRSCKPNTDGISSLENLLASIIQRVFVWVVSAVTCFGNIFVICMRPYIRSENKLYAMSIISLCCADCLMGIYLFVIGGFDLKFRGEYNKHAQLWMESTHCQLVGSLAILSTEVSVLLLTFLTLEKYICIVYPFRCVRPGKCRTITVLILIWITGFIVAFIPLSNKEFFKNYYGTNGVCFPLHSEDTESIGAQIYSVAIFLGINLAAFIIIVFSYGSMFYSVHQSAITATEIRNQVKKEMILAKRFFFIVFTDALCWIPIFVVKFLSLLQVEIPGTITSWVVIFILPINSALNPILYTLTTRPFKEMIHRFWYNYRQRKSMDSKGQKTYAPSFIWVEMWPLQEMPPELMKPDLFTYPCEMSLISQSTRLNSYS
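HEK293T cells stably expressing RXFP1 were pretreated with the PDE4 inhibitor Ro 20174, exposed to compounds for 30 min at 37C, lysed, and cAMP was read by TR-FRET. Data normalized to buffer (basal) and 29 nM porcine relaxin (100%).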
D1 potentiator: human D1 dopamine receptor positive modulation | P21728 | HEK293 TREx D1 cells, calcium flux, dopamine EC20 potentiation | potentiation, % at 10 µM | 0.036% of 360,000 active | AID 504651; in the data active = potentiation above about 30%; also: 0% is about no effect
D1 antag: human D1 dopamine receptor antagonism; P21728; HEK293 TREx D1 cells, calcium flux, dopamine EC80; stronger effect = lower value; activity change, negative = inhibition, % at 10 µM; 3.2% of 360,000 active; AID 504652; in the data active = activity change below about -30%; also: % is scaled to controls: 0 for no effect and ±100 for the full control effect
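HEK293 T-REx cells expressing inducible, force-coupled D1 receptor; no-wash Ca dye, 30–90 min RT. Cmpd → 180 s read at 1 Hz → EC80 DA → 180 s read.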
RXFP1 antag: RXFP1 (human) relaxin receptor antagonism | Q9HBX9 | HEK293-RXFP1, relaxin-stimulated cAMP HTRF, 30 min; stronger effect = lower value | activity change, negative = inhibition, % at 57.5 µM | 0.59% of 350,000 active | AID 1259400;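 active = activity change of -60% or lower, but not beyond a set lower limit; inconclusive = change between -60% and -40%, or beyond the set limit; inactive = change above -40%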; also: % is scaled to controls: 0 for no effect and ±100 for the full control effect
Vif-APOBEC3F blk: blocks the Vif interaction with APOBEC3F; HeLa A3F-eYFP + Vif (tagged APOBEC3F with the HIV-1 protein that degrades it), YFP fluorescence increase; Potency, µM (highest dose often 46.1 µM), without a hit: at the top dose activity, negative = active; 0.2% of 390,000 active; also: potency is read from the fitted curve at half-maximal effect; % of control where 0% means no effect; nearly all actives have a fitted effect of over 65% in size
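Fluorescence increase (Ex 488/Em 500-530) after overnight compound treatment at 37 deg C flags inhibition of Vif-driven A3F-eYFP loss in stable HeLa A3F-eYFP/Vif cells seeded overnight beforehand.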
D2 potentiator: D2 dopamine receptor (human) potentiation; HEK293 T-REx D2, calcium flux, EC20 dopamine potentiation; P14416; 0.34% of 340,000 active; potentiation, % at 10 µM;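 active = potentiation over 3 SD above the plate norm, cut at about 30% in these data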; also: 0% is about no effect
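Tetracycline-induced Hek293 Trex D2 cells, force-coupled to calcium, loaded with no-wash calcium dye. Compound added with 180 s kinetic read for agonism, then EC20 dopamine and a further 180 s read for potentiation.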
D1 ag: human D1 receptor agonism; P21728; HEK293 T-REx D1 cells, calcium flux, agonist mode; activation, % at 2 µM; 1% of 360,000 active; AID 504660; in the data active = activation above about 30%; also: 0% is about no effect
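Tetracycline-induced HEK293 TREx D1 cells, force-coupled to calcium signalling, were dye-loaded with a no-wash calcium kit. Compound was pin-added after a 10 s baseline. Fluorescence was read kinetically at 1 cycle/s for 180 s, with calcium rises flagged as agonism.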
Starred values were filed as active, the others as inactive; ? = inconclusive; . = no result given; & = joins results of further samples. Unless noted, calls follow the shape of the dose curve; as a rule, active = well fitted curve in the direction sought with a large enough effect; inconclusive = small, poorly fitted or top-dose-only effect, or another doubt; inactive = no such curve, though single readings can be large; an effect the other way counts as inactive or inconclusive.

SMILES | Glioma ERSR ind | Vif-APOBEC3G blk | RXFP1 agonist | D1 potentiator | D1 antag | RXFP1 antag | Vif-APOBEC3F blk | D2 potentiator | D1 ag
Cc1cc(O)c(C(C)C)cc1C1(c2cc(C(C)C)c(O)cc2C)OC(=O)c2ccccc21 | 0% | 3% | 0.4% | -1 | -8 | ? | ? | -8 | 1
CC(=O)N1c2ccc(S(=O)(=O)NCC3CCC(C(=O)NCc4ccccc4)CC3)cc2CC1C (stereo not given) | -2% | 5% | 2.5% | -7 | -22 | -14 | 4% | -4 | 3
CC1CCN(C(=O)CCNC(=O)c2ccccc2Cl)CC1 | -2% | -6% | -0.9% | -1 | 27 | -1 | -1% | 2 | 4
CCOC(=O)c1ccc(NC(=O)c2cn(-c3ccccc3)nc2-c2ccc(OC)c(OC)c2)cc1 | 0% | -2% | 0.3% | -2 | -20 | . | -6% | -3 | 8
CN(C)S(=O)(=O)c1ccc(C(=O)NNc2nc(-c3ccccc3)c3cc(Br)ccc3n2)cc1 | -3% | -1% | -1.5% | -2 | -14 | -17 | 8% | -6 | 3
Cc1ccc(C)c(S(=O)(=O)c2c[nH]c(=S)[nH]c2=O)c1 | -6% | 3% | -1.0% | 0 | 12 | -7 | 15% | -10 | 2
O=C(Nc1ccc(C(=O)NC2CCCCC2)cc1)c1cncc(Br)c1 | -4% | 3% | ? | -6 | -3 | 4 | 18% | -2 | 3
Cc1ccc2nc3sc(-c4nnc(-c5ccccc5[N+](=O)[O-])o4)c(N)c3cc2c1 | . | . | 0.2% | -2 | 10 | . | . | -2 | 3
O=S(=O)(/N=C(/Nc1ccc(F)cc1F)c1ccc(Cl)cc1)c1ccccc1 | -3% | -2% | 1.1% | 2 | -22 | -1 | 5% | 17 | 5
O=C(O)CSc1nnc(-c2ccncc2)n1Cc1ccccc1 | -4% | 1% | 0.6% | 2 | -10 | 1 | . | 3 | 4
COc1cccc(C2=NOC(C(=O)Nc3cccc(C(C)=O)c3)C2)c1 (stereo not given) | -4% | -8% | 1.0% | -4 | -3 | -24 | 0% | 15 | 23
O=c1c(-c2ccccc2)c(O)c2cccc3c2n1CCC3 | -2% | 3% | 6.2% | -9 | -8 | -6 | 3% | -8 | 2
CCOc1cccc(/C=N/NC(=O)c2cccnc2)c1O | 0% | 1% | 0.0% | -5 | 12 | 7 | 4% | 13 | 3
CCc1ccc(CNC(=O)c2cnc3c(C)cccn3c2=O)cc1 | 1% | -1% | -0.4% | -1 | 29 | -5 | -17% | 1 | 0
CC(C)c1nnc(NC(=O)CC(C)c2ccccc2)s1 (stereo not given) | 5% | -4% | -2.1% | 2 | 0 | -6 | 8% | 13 | 4
COc1ccc(CNC(=O)CCC(=O)c2ccc(F)cc2)cc1OC | -7% | 3% | . | . | . | -11 | 6% | . | .
COc1cccc(C2/C(=C(\O)c3ccc(OC)c(OC)c3)C(=O)C(=O)N2c2cc(C)on2)c1 (stereo not given) | -2% | -5% | ? | -3 | -2 | -5 | -6% | 1 | 1
COc1ccccc1NC(=O)Cn1cnc2c(cnn2-c2ccccc2)c1=O | -6% | 2% | 1.0% | 2 | -23 | 3 | 0% | -4 | 5
Clc1ccc(C=NC23CN4CN(CN(C4)C2)C3)cc1 | -1% | 0% | 1.7% | 7 | 8 | 4 | -2% | -2 | 3
CCN(C(=O)COC(=O)/C=C/c1cnc2ccccc2n1)C1CCS(=O)(=O)C1 (stereo not given) | -5% | -18% | -1.4% | 5 | 5 | -20 | -4% | 2 | 4
CC(=O)Nc1ccc(S(=O)(=O)NCCC(=O)NCCOc2ccccc2)cc1 | -5% | 1% | 2.2% | 0 | -26 | 0 | 2% | -10 | 0
Cc1ccc(CONC(=O)c2cccc(C)c2)cc1 | 0% | -3% | 0.3% | . | -1 | 5 | 4% | 3 | 6
Cc1ccc(/C=N/NC(=O)C[n+]2ccccc2)o1 | -4% | -4% | -0.5% | -11 | 32 | -21 | 1% | 4 | 1
CC(OC(=O)CNC(=O)c1ccco1)C(=O)N(C)c1ccccc1 (stereo not given) | 0% | -2% | -0.4% | -1 | 6 | -1 | -7% | 14 | 1
CCOC(=O)CC(=O)CSc1nc2ccsc2c(=O)n1Cc1ccccc1 | -2% | 4% | -6.1% | -2 | 7 | 0 | 2% | 4 | 2

Full records from above. Order of values: Glioma ERSR ind	Vif-APOBEC3G blk	RXFP1 agonist	D1 potentiator	D1 antag	RXFP1 antag	Vif-APOBEC3F blk	D2 potentiator	D1 ag
Profile of COc1ccccc1NC(=O)Cn1cnc2c(cnn2-c2ccccc2)c1=O : -6%	2%	1.0%	2	-23	3	0%	-4	5
Profile of Cc1ccc2nc3sc(-c4nnc(-c5ccccc5[N+](=O)[O-])o4)c(N)c3cc2c1 : .	.	0.2%	-2	10	.	.	-2	3
Profile of CC(=O)N1c2ccc(S(=O)(=O)NCC3CCC(C(=O)NCc4ccccc4)CC3)cc2CC1C (stereo not given) : -2%	5%	2.5%	-7	-22	-14	4%	-4	3

More structures follow:
SMILES | Glioma ERSR ind | Vif-APOBEC3G blk | RXFP1 agonist | D1 potentiator | D1 antag | RXFP1 antag | Vif-APOBEC3F blk | D2 potentiator | D1 ag
CSc1ccccc1NC(=O)COC(=O)/C=C/c1ccco1 | -3% | ? | . | . | . | 2 | ? | . | .
COc1ccccc1NC(=O)N1CCN(C(=O)Nc2ccccc2OC)CC1 | -2% | 7% | 0.0% | 1 | 3 | -1 | 0% | 6 | 1
CCc1cc(C(=O)NCCN(C)C)cs1 | 0% | -1% | 0.0% | -5 | -4 | -6 | 2% | 6 | 0
Cc1cc(C)nc(OC(=O)c2ccc(Cl)cc2Cl)n1 | . | . | -0.3% | 4 | -11 | . | . | -6 | 2
CC(C)CC(=O)Nc1ccccc1OCc1cc(=O)n2ccccc2n1 | -1% | -2% | 26% | -2 | 9 | 9 | 0% | -4 | 0
COc1ccc2c(c1)c(=Cc1ccc(N(C)C)cc1)c1cc(-c3ccccc3)[n+](C)n12 | -9% | 1% | . | . | . | -31 | -12% | . | .
COCC(O)CSc1c([N+](=O)[O-])nc(C)n1Cc1ccc(OC)c([N+](=O)[O-])c1 (stereo not given) | -4% | 0% | 3.7% | 20 | -3 | -17 | 2% | -5 | 0
COc1cccc2c1O/C(=N\O)C(C(=O)Nc1cccc(C)c1C)C2 (stereo not given) | 6% | -7% | -1.2% | -1 | 2 | -3 | 2% | -3 | 0
CC(C)CCn1c(SCC(=O)NC2CCS(=O)(=O)C2)nc2cc(Cl)ccc2c1=O (stereo not given) | -7% | -1% | 0.2% | -2 | -7 | 5 | 0% | 22 | 0
CC1(C)Cc2c(sc(NC(=O)c3ccco3)c2C#N)C(C)(C)N1 | -1% | 3% | -0.6% | 0 | 5 | . | 0% | 4 | 3
Cn1c(=O)[nH]c(=O)c2c1nc1n2CCS1 | -1% | 0% | 13% | -9 | -2 | -8 | 13% | -4 | 2
CCOC(=O)C1=NNC(C(=O)OCC)C1C(=O)OCC (stereo not given) | -1% | 3% | . | . | . | -11 | 5% | . | .
Cc1cc(C)cc(NC(=O)c2ccc3c(O)c(S(=O)(=O)c4ccccc4)c(=O)[nH]c3c2)c1 | -3% | 1% | -1.6% | -4 | 3 | -8 | -15% | -6 | 3
COc1cccc(OCc2nnc(SCc3cc(=O)[nH]c4ccccc34)o2)c1 | -4% | 1% | -0.5% | 2 | -8 | 15 | 12% | 1 | 13
COC(=O)CSC1=C(C#N)C(c2ccc(C)cc2)C2=C(CCCC2=O)N1 (stereo not given) | ? | -7% | 5.0% | -4 | -13 | 0 | 0% | 16 | 3
Cc1cc(C)c2c(CC(=O)O)c(C)[nH]c2c1 | -3% | -4% | -2.6% | 0 | 12 | -6 | 8% | 4 | 2
COc1ccc(CN2C(=O)C(NC(=O)c3cccc(C)c3)(C(F)(F)F)N=C2c2ccccc2)cc1 (stereo not given) | -2% | -2% | -3.2% | 0 | 3 | . | -3% | 1 | 3
O=C(c1cc2c(cc1Br)OCCCO2)N1CCCCC1 | -5% | -1% | -0.8% | 4 | -22 | -15 | 0% | 6 | 0
CCOc1ccccc1NC(=O)c1c2c(nc3ccccc13)C(=O)N(C1CCCCC1)C2 | -4% | -5% | 12% | -4 | 14 | ? | 5% | . | 1
COc1ccc(C(=O)NCc2ccc3[nH]c(C)cc3c2)cc1OC | -4% | 0% | -3.0% | -5 | 6 | -3 | 0% | -2 | 4
O=C(NC(NC(=O)c1ccccc1)c1cccc([N+](=O)[O-])c1)c1ccccc1 | -1% | 1% | -0.7% | -1 | 4 | . | 2% | -14 | 1
NCC(O)(c1ccc(Cl)cc1)c1ccc(Cl)cc1 | -2% | 2% | 2.4% | -9 | -4 | -5 | 4% | -5 | 51*
CCCCCOc1ccc(OC(=O)c2ccncc2)cc1 | -2% | 1% | 1.6% | -2 | -11 | -4 | -3% | 6 | 5
CCOc1ccccc1NC(=O)CN1CCC(NC(=O)c2ccccc2C)CC1 | -2% | 1% | 0.0% | -4 | -8 | -8 | -25% | -4 | 2
Brc1ccc(CSc2nnc(-c3ccccn3)n2Cc2ccco2)cc1 | -5% | -20% | 7.4% | -6 | 0 | -17 | -10% | . | 12

The listing continues:
SMILES | Glioma ERSR ind | Vif-APOBEC3G blk | RXFP1 agonist | D1 potentiator | D1 antag | RXFP1 antag | Vif-APOBEC3F blk | D2 potentiator | D1 ag
O=C(Nn1cnc2ccccc2c1=O)c1ccccc1Cl | 5% | 3% | -0.2% | 4 | -3 | -5 | 0% | 8 | 0
Cc1ccccc1OCCCN1CCCC1 | -4% | 1% | 2.0% | . | . | 15 | -1% | . | .
CC(C)NCC(O)c1ccc2ccccc2c1 (stereo not given) | -2%&-4%&-1% | 1% | 1.0% | 0 | -6 | -6 | 11% | . | 21
O=CN1CCN(C(=O)c2cccc([N+](=O)[O-])c2)CC1 | 2% | 1% | 0.1% | 4 | -7 | 12 | 3% | 6 | 1
CCCCS(=O)(=O)NC1=NCN(Cc2ccco2)CN1 | -2% | 3% | 1.4% | -3 | 3 | -9 | -4% | -1 | 6
CN1C=CC2=C(C#N)C(N)C(C#N)(C#N)[C@H](c3ccccc3)[C@H]2C1 (stereo not given in full) | 0% | -6% | -0.5% | -14 | -4 | -8 | -3% | -16 | 12
O=[N+]([O-])c1cncc([N+](=O)[O-])c1Nc1ccccc1Cl | -3% | -9% | 0.2% | -5 | -7 | 2 | 1% | 5 | 1

These rows are one share of the data; the hit share may differ from the screen's.
